Source: PubChem BioAssay
FAS-TE inh = FAS thioesterase domain inhibitors, primary screen, biochemical, fluorescence intensity, uHTS | Fatty acid synthase (Homo sapiens), P49327 | recombinant FAS-TE, OMFH fluorogenic substrate, fluorescence endpoint | inhibition, % at 15 µM | 0.67% of 360,000 active;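 active = compounds whose normalised, plate-corrected inhibition of enzyme fluorescence in the single-dose primary screen is 50% or more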;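 also: 0% = DMSO with enzyme and 100% = substrate without enzyme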
bovine MsrA act = bovine MsrA enzyme activators, primary screen, biochemical, absorbance, HTS. 0.3% of 360,000 active. purified bovine MsrA, absorbance read-out. AID 602163, 2012. Methionine sulfoxide reductase A (Bos taurus). activation, % at 10.6 µM; in the data active = activation above about 7.5%;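 also: 0% = vehicle and 100% = reference activator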
Tb MetRS inh = T. brucei MetRS inhibitors, primary screen, biochemical, luminescence | purified T. brucei MetRS, ATP depletion, Kinase-Glo luminescence | AID 624268, 2012 | methionyl-tRNA synthetase (Trypanosoma brucei brucei) | 0.4% of 360,000 active | inhibition, % at 11.9 µM;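 active = inhibition above a per-plate cutoff of the control wells' mean inhibition plus 3 SD, cut at about 5.5% in these data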;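 also: 0% = DMSO wells median and 100% = median of wells with control inhibitor compound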
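Material – parasite MetRS enzyme · Medium – HEPES-MgCl2-KCl buffer plus DTT, spermine, BSA, pyrophosphatase · Reagent – ATP, methionine and E. coli bulk tRNA substrates · Times – 15 min enzyme-compound preincubation, 2 h reaction, 10 min detection, 25 °C · Measured by – luminescence of leftover ATP · Evaluation – percent inhibition relative to median high and low control wells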
SKN-1 inh = suppressors of acrylamide-induced Pgst-4::GFP reporter in worms, primary screen, SKN-1 inhibitor project, whole organism, uHTS, GFP/RFP fluorescence ratio, strain VP596. C. elegans VP596 Pgst-4::GFP/RFP ratio, 24 h. inhibition, % at 21.8 µM. 0.49% of 360,000 active;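 active = interference check ratio from 0.5 to 1.5 plus GFP to RFP signal ratio inhibition reaching or exceeding a fixed threshold, cut at about 30% in these data, passing the limit was not always enough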; also: some compounds called inactive have numbers as strong as hits
MT1-MMP act inh = blockers of MT1-MMP proenzyme processing, primary screen, HT1080 RFP-PRO-GFP cells, GFP/RFP fluorescence; Matrix metalloproteinase-14 (Homo sapiens), P50281; GFP/RFP ratio fluorescence, overnight; percent of plate control window, DMSO zero; GFP/RFP ratio change, % at 20 µM; 0.061% of 360,000 active; AID 651647, 2012;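 active = GFP/RFP ratio change of at least 30% with cell ATP level not reduced by more than half and red fluorescence within 50% of control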; also: strong numbers were not always called active
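Compound: 20 µM single dose, 1% DMSO / System: HT1080 RFP-PRO-GFP cells / Controls: DMSO and RFP-L50D-GFP cell wells / Read-out basis: GFP/RFP fluorescence ratio / Schedule: overnight compound exposure at 37 °C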
MLLE-PAM2 inh = inhibitors of PABP1 MLLE–PAM2 peptide binding, primary screen, biochemical, fluorescence polarization, FITC-PAM2, GST-MLLE | 0.36% of 360,000 active | inhibition, % at 20 µM | Polyadenylate-binding protein 1 (Homo sapiens), P11940; in the data active = inhibition above about 35%, passing the limit was not always enough;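 also: plate controls were DMSO wells with GST-MLLE for no effect and wells lacking GST-MLLE protein for full effect; some results filed as inactive read as strong as hits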
eLon inh = inhibitors of E. coli Lon protease, primary screen, biochemical, fluorescence polarization; 0.42% of 360,000 active; AID 602123, 2011; purified E. coli Lon protease; inhibition, % at 7.94 µM; in the data active = inhibition above about 13%, passing the limit was not always enough;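 also: 0% = enzyme with probe and DMSO and 100% = no enzyme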
Target sequence (P0A9M0 whole entry, looked up): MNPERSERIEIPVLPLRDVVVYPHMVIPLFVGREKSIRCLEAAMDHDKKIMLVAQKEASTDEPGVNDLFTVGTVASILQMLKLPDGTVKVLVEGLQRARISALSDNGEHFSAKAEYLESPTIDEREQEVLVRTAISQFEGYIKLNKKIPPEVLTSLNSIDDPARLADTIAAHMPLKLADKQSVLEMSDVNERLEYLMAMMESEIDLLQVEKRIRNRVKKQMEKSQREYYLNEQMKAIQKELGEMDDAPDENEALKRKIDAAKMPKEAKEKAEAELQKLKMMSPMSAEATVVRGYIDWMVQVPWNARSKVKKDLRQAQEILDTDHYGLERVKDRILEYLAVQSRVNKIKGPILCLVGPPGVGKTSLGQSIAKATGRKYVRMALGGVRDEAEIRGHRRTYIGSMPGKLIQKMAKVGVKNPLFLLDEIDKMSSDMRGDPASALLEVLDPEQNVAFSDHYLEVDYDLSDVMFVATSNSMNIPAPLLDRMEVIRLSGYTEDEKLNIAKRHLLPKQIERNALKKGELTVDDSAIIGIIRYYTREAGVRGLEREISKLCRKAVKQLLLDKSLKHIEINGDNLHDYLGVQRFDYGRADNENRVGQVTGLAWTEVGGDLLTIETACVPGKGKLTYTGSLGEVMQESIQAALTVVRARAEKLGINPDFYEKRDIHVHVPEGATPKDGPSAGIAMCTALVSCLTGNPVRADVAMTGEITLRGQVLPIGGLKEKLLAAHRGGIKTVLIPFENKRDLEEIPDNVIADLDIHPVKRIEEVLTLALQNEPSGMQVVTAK
NRP1-CendR mod = modulators of CendR peptide binding to NRP-1, primary screen, biochemical, fluorescence polarization, uHTS; AID 602438, 2012; inhibition, % at 25 µM; Neuropilin-1 (Homo sapiens), O14786; FAM-RPARPAR peptide binding to NRP-1; 0.85% of 360,000 active;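 active = inhibition or corrected inhibition above about 18%, plus a signal ratio from 0.5 to 1.5, limit read from the data, passing the limit was not always enough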; also: strong numbers were not always called active
MsrA inhibitor = bovine MsrA enzyme inhibitors, primary screen, biochemical, absorbance, HTS | purified bovine MsrA, absorbance read-out | inhibition, % at 15.5 µM | Methionine sulfoxide reductase A (Bos taurus) | 0.75% of 360,000 active; in the data active = inhibition above about 4.5%;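 also: 0% = vehicle wells with enzyme and 100% = reference inhibitor wells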
Numbers without * were called inactive; . = not tested or not shown.

#	compound	FAS-TE inh	bovine MsrA act	Tb MetRS inh	SKN-1 inh	MT1-MMP act inh	MLLE-PAM2 inh	eLon inh	NRP1-CendR mod	MsrA inhibitor
1	CCN(C1CCCCC1)S(=O)(=O)c1c(C)n(C)c(=O)n(C)c1=O	-2	-3	-0.4	3	-4	14	-5	-4	-0.1
2	Cc1ccc(-c2cc([C@H]3[C@H]4C=CC[C@@H](C)[C@@H]4C(=O)N3Cc3ccccc3)ccc2F)cc1	28	-3	-0.3	19	3	3	8	12	1.0
3	COc1ccc(N(CC(=O)Nc2cccc(C(F)(F)F)c2)S(C)(=O)=O)cc1	8	3	-0.9	26	2	3	2	5	-1.2
4	CSc1nc2ccccc2cc1/C=C(\C#N)c1ccc(Cl)cc1Cl	23	-12	0.9	-17	-3	-2	-7	-2	2.3
5	CC1(C)CC(=O)C(N=Nc2ccc(OC(F)F)cc2)=C(O)C1	-4	1	-0.3	7	3	-6	1	1	1.1
6	Clc1ccc(CNc2nc(CN3CCOCC3)nc3scc(-c4ccccc4)c23)cc1	23	-2	-0.3	9	-22	-13	6	-14	-0.3
7	CC(NC(=O)C1CC2CCCC(C1)C2=O)c1ccccc1 (stereo not drawn)	-3	-4	-1.5	15	1	-9	-2	9	2.4
8	COCCCNC(=O)CCCn1c(=O)c2ccccc2n(CC(=O)Nc2c(C)cc(C)cc2C)c1=O	-11	-2	0.1	3	-2	-2	3	-1	0.7
9	COc1ccc2c(c1)C1=NN(/C(C)=C/C(C)=O)C(c3ccc(F)cc3)C1CC2 (stereo not drawn)	-3	-3	-0.5	1	-4	-15	-5	-9	0.4
10	CCN(CC)C(=O)C(=O)N/N=C/c1ccc(C(=O)O)cc1	-20	-2	-0.2	2	1	-8	0	-9	0.7

Some of the entries so far, with values under each structure:
Value order – FAS-TE inh	bovine MsrA act	Tb MetRS inh	SKN-1 inh	MT1-MMP act inh	MLLE-PAM2 inh	eLon inh	NRP1-CendR mod	MsrA inhibitor
3) COc1ccc(N(CC(=O)Nc2cccc(C(F)(F)F)c2)S(C)(=O)=O)cc1
 : 8	3	-0.9	26	2	3	2	5	-1.2
1) CCN(C1CCCCC1)S(=O)(=O)c1c(C)n(C)c(=O)n(C)c1=O
 : -2	-3	-0.4	3	-4	14	-5	-4	-0.1
5) CC1(C)CC(=O)C(N=Nc2ccc(OC(F)F)cc2)=C(O)C1
 : -4	1	-0.3	7	3	-6	1	1	1.1

New compounds follow
#	compound	FAS-TE inh	bovine MsrA act	Tb MetRS inh	SKN-1 inh	MT1-MMP act inh	MLLE-PAM2 inh	eLon inh	NRP1-CendR mod	MsrA inhibitor
11	COc1ccc(/C(C)=N/OCC(=O)N=Nc2c(O)[nH]c3ccccc23)cc1	-11	-3	0.0	-3	-6	18	-1	6	0.2
12	CCOc1ccc(NC(=O)c2ccc(OC)cc2)cc1	-3	-2	-0.4	0	2	5	-12	7	0.6
13	CN1c2ccc(C=O)c3c(C=O)ccc(c23)N(C)C1(C)C	-6	9.3*	-0.3	40*	-6	93	117*	57*	1.7
14	CC1CCCCN1S(=O)(=O)c1cnc(Cl)c(Br)c1 (stereo not drawn)	25	-3	-0.1	5	-7	-2	-2	-2	0.0
15	Cc1ccccc1NC(=O)/C=C/c1cccs1	-1	-4	-0.6	-4	-1	2	-2	5	3.5
16	CC(C)n1c(=O)c2ccccc2n1Cc1cn(Cc2cccs2)nn1	-5	-13	-1.0	10	1	10	-2	-13	0.8
17	C=COC(=O)CSc1snc(SCC(=O)OC)c1C#N	-4	-4	0.4	-19	2	-27	-1	-10	0.1
18	COc1ccc2ccccc2c1CNCCCN1CCOCC1	-6	-2	-0.4	8	-1	3	0	0	1.2
19	COc1cccc(CNC(=O)CC2C(=O)NCCN2CCCc2ccccc2)c1 (stereo not drawn)	-2	-2	-0.9	12	-4	2	1	0	-0.7
20	CCN1CCN(C(c2cccs2)C(C)NC(=O)c2cccc(OC)c2)CC1 (stereo not drawn)	-8	-1	0.3	25	0	-8	9	-6	0.3

Following part:
#	compound	FAS-TE inh	bovine MsrA act	Tb MetRS inh	SKN-1 inh	MT1-MMP act inh	MLLE-PAM2 inh	eLon inh	NRP1-CendR mod	MsrA inhibitor
21	O=C(NCCc1ccccc1F)C1CCC(=O)N(CCCN2CCCC2=O)C1 (stereo not drawn)	-6	-1	0.0	-3	-1	-2	4	-7	0.5
22	CC(=O)NC(CC(=O)NC12CC3CC(CC(C3)C1)C2)c1ccccc1 (stereo not drawn)	-7	-1	0.2	-5	1	-15	2	1	-1.0
23	Nc1cccnc1Sc1ccc([N+](=O)[O-])cn1	11	-3	0.1	16	1	28	-1	1	3.6
24	CCCn1c(SCC(=O)NCc2ccco2)nnc1-c1ccncc1	-2	-1	-0.1	8	-3	-12	9	16	1.2
25	CCc1sc(C(C2C(=O)CC(C)(C)CC2=O)C2C(=O)CC(C)(C)CC2=O)cc1[N+](=O)[O-]	-6	-14	-0.8	10	1	25	11	2	3.5
26	Cc1ccc(OCC(=O)NCCNC(=O)c2ccc(C)nc2)cc1	-6	-2	0.0	8	-1	-1	0	2	0.4
27	Cc1cc(C)n(-c2ccc(C(=O)Nc3sccc3C(N)=O)cc2)n1	-1	-4	-1.1	15	-8	-34	-12	-21	0.9
28	Cc1cc(N2CCN(C)CC2)nc2ccc(NC(=O)CCC3CCCC3)cc12	1	-1	-0.9	13	3	-4	-5	-2	-1.5
29	O=C(NC(=S)N1CCN(C(c2ccccc2)c2ccccc2)CC1)c1ccc(S(=O)(=O)N2CCOCC2)cc1	56*	-2	0.3	-2	-2	9	-5	-3	-1.0
30	O=C(Nc1ccc(S(=O)(=O)Nc2ncccn2)cc1)c1ccco1	-1	2	0.5	7	5	-2	19	9	-0.6

(continued)
#	compound	FAS-TE inh	bovine MsrA act	Tb MetRS inh	SKN-1 inh	MT1-MMP act inh	MLLE-PAM2 inh	eLon inh	NRP1-CendR mod	MsrA inhibitor
31	CC1=C(C(=O)N2CCOCC2)CC(CC(=O)NCCc2ccccn2)C(=O)N1Cc1ccc(C(C)(C)C)cc1 (stereo not drawn)	-6	-2	-0.9	-3	1	17	0	-7	-0.6
32	CCn1cnc2sc(C(=O)N3CCN(c4ccc(OC)cc4)CC3)c(C)c2c1=O	6	0	-0.2	10	-1	5	-4	8	0.3
33	CNC(=S)NCCC(c1ccccc1)c1ccccc1	4	-3	0.9	-11	-10	2	-9	14	-1.1
34	O=S(=O)(CCc1nc2ccccc2o1)c1ccc(Cl)cc1	-5	-5	0.1	2	-3	9	-11	-6	-0.6
35	COc1ccc(N(Cc2cc3ccccc3[nH]c2=O)C(=O)C2CCCO2)cc1 (stereo not drawn)	-6	-5	-1.2	-7	0	-4	-7	-5	1.1
36	COc1cc(OC)cc(-n2nnnc2SCC(=O)N2CCCc3ccccc32)c1	28	-1	0.5	0	-6	6	-2	-7	0.9
37	CCC(C)[C@H](NC(=O)NCc1ccccc1Cl)C(=O)O (stereo partly drawn)	-5	2	-0.8	-13	0	-6	-5	7	0.7
38	Cc1cc(NC(=O)NC(=O)c2ccc(F)cc2F)n[nH]1	-8	-2	-0.1	13	2	-17	-2	-2	-0.2
39	CCOc1ccc(CN(C)CC(=O)Nc2cccc3ccccc23)cc1OC	5	-5	-0.1	-10	0	-12	-2	-7	1.3
40	O=C(NCCc1cn2ccccc2n1)c1ccc(Br)o1	-8	-11	-1.2	-12	4	1	6	1	0.1

Additional records.
#	compound	FAS-TE inh	bovine MsrA act	Tb MetRS inh	SKN-1 inh	MT1-MMP act inh	MLLE-PAM2 inh	eLon inh	NRP1-CendR mod	MsrA inhibitor
41	C#CCOCCOCCOCCNc1nc(N2CCN(C(=O)[C@H]([C@@H](C)CC)n3cc([C@@H](N)CO)nn3)CC2)nc(N2CCN(C(=O)[C@H]([C@@H](C)CC)n3cc([C@@H](N)CC(C)C)nn3)CC2)n1	-12	4	-0.6	4	-7	41*	0	7	.
42	Cc1ccc2nc(-c3ccncc3)cc(C(=O)Nc3ccncc3)c2c1	-4	-3	0.1	-4	-2	1	-6	-12	1.2
43	CC1(c2ccc3noc(-c4cccc(F)c4)c3c2)OCCO1	1	-1	0.2	-4	-2	1	-4	-1	-0.2
44	O=C(COc1ccccc1Br)NC1CC1	-2	-4	-0.2	-8	1	13	3	7	-1.8
45	COc1cccc(NC(=O)CN(C)C(=O)c2ccc(Cl)c(S(=O)(=O)N3CCCCCC3)c2)c1	18	-9	-0.7	7	10	-8	8	4	-0.5
46	O=C(COC(=O)C12CC3CC(CC(O)(C3)C1)C2)Nc1ccc(Br)cc1F	3	-1	-0.2	3	-1	-7	6	21	-0.2
47	COC(=O)[C@@]1(Cc2ccc(F)cc2)[C@H]2c3cc(C(=O)N(C)C)n(CCc4c[nH]c5ccc(OC)cc45)c3C[C@H]2CN1C(=O)c1ccccc1	23	-2	-1.3	8	-13	.	-11	-4	-0.2
48	NS(=O)(=O)c1ccc2nc(NC(=O)CS(=O)(=O)c3ccccc3)sc2c1	-2	-4	-0.2	-9	0	9	-10	-1	0.9
49	COc1ccccc1N1CCN(C(=O)CN(c2ccc(C)c(C)c2)S(C)(=O)=O)CC1	-8	-2	-0.1	3	2	-12	2	-11	0.5
50	CC(=O)NCCNC(=O)c1ccc2c(c1)S(=O)(=O)c1ccccc1C2=O	-1	-2	0.0	34	0	-5	-3	-5	-0.2

Continuation:
#	compound	FAS-TE inh	bovine MsrA act	Tb MetRS inh	SKN-1 inh	MT1-MMP act inh	MLLE-PAM2 inh	eLon inh	NRP1-CendR mod	MsrA inhibitor
51	CCOCCn1c(=NC(=O)c2cc3ccccc3oc2=O)sc2cc(S(N)(=O)=O)ccc21	-15	-6	-1.6	5	2	8	13	8	0.8
52	C=CCn1c(N)cc(=O)nc1SCC(=O)NC(C)c1ccccc1 (stereo not drawn)	-9	0	-0.7	1	0	22	14	4	0.7
53	COc1ccc(/C=N\Nc2ncc(F)c(N3CCOCC3)n2)cc1OC	-5	-5	-0.3	-1	2	4	-8	8	4.7*
54	O=C(CC1CCCCC1)N1CCC(c2nc(-c3ccc(S(=O)(=O)N4CCCC4)cc3)no2)CC1	24	-5	-1.0	-3	-8	0	-6	-8	-0.4

This is a random part of the collection. About 4% of those tested had a hit in this group.
